# UPR XBP1 act = adaptive UPR (XBP1) activation. activation, % at 20 µM. CHO-XBP1 luciferase reporter, IRE1-XBP1 UPR activation, luminescence; percent of tunicamycin response, DMSO as zero. hit rate 0.33% among 330,000;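 active = versus positive control, 20 µM dose yields 30% or more activation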;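 note: 100% = tunicamycin at 10 µg/mL and 0% = DMSO only wells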
#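 Assay system: IRE1-XBP1 luciferase reporter CHO line. Input: 1000 cells/well. Buffer or medium: F12 with 10% serum. Doses: 20 µM, 1% DMSO. Times: overnight seeding at 37 °C, 6 h compound treatment at 37 °C. Technique: Steady-Glo luciferase glow luminescence, 10 min after reagent addition.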
# TIM10 inh = growth inhibitors of TIM10 yeast strain; S. cerevisiae TIM10 strain growth, BacTiter-Glo luminescence, 24 h; inhibition, % at 10 µM; hit rate 1.4% among 330,000; AID 463195;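 active = inhibition of 40% or more at the single tested concentration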;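 note: wild-type TIM10 isogenic control strain grown at permissive 25 °C; 0% = DMSO yeast wells and 100% = minimal medium wells without yeast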
# tim23-1 inh = growth inhibitors of tim23-1 mutant yeast; S. cerevisiae tim23-1 growth, BacTiter-Glo luminescence, 24 h; inhibition, % at 20 µM; hit rate 1.3% among 330,000;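 active = growth inhibition of the mutant yeast at or above 50%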;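 note: temperature-sensitive mutant grown at 25 °C; plate controls were DMSO-treated mutant yeast for no effect and medium wells lacking yeast for full effect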
# APJ ag = APJ receptor agonism. activation, % at 20 µM. P35414. CHO-K1 APJ PathHunter beta-arrestin, luminescence; 0% DMSO wells, 100% apelin. AID 2520. hit rate 0.11% among 330,000;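 active = activation more than six SD over the plate average, tested at 20 µM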;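 note: 0% = DMSO alone and 100% = apelin-13 at 10 nM; some results filed as inactive read as strong as hits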
#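 Test system: CHO-K1 APJ beta-arrestin complementation cell line | Compound: Single test compound dose, 20 µM final, 1% DMSO | Incubation: Compound 90 min 25 °C, reagent 1 h | Measured by: beta-gal luminescence | Read-out basis: APJ–arrestin association signal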
# UPR CHOP act = apoptotic UPR (CHOP) activation | CHO-CHOP luciferase reporter, luminescence; percent of tunicamycin response over DMSO baseline | activation, % at 10 µM | hit rate 0.34% among 330,000 | AID 449763;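 active = at 10 µM dose, activation of 40% or more, normalized to positive control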;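 note: 100% = tunicamycin at 10 µg/mL and 0% = DMSO alone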
#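 Evaluation: % reporter activation, DMSO baseline versus tunicamycin full activation; System: CHO-CHOP luciferase reporter cell line; Input: 500 cells/well; Incubation: 6 h compound treatment, 37 °C; Measured by: Steady-Glo luciferase luminescence; Dosing: one dose, 10 µM in 0.5% DMSO; Buffer or medium: F12 medium, 10% FBS; Benchmarks: positive tunicamycin 10 µg/mL, negative DMSO alone.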
# NLRP3 yeast inh = blocks the NALP3 inflammasome reconstituted in yeast; Yeast reconstituted NLRP3/ASC/caspase-1, beta-gal luminescence, 24 h; inhibition, % at 10 µM; hit rate 0.39% among 330,000; AID 2825;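 active = inhibition of 50% or more; inactive = inhibition below 50%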;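 note: plate controls were induced DMSO wells for no effect and uninduced yeast grown without galactose for full effect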
# tim10-1 inh = growth inhibitors of tim10-1 mutant yeast; inhibition, % at 20 µM; AID 463190; S. cerevisiae tim10-1 ts strain growth, BacTiter-Glo, 24 h; hit rate 2.2% among 330,000;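 active = inhibition of at least 40%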;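 note: mutant grown at 25 °C; 0% = DMSO wells with yeast and 100% = wells holding no yeast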
# Mdm2 MdmX PPI = disrupts the human Mdm2-MdmX interaction; O15151+Q00987; SaOS-2 split-luciferase Mdm2/MdmX complementation, luminescence; inhibition, % at 8 µM; hit rate 3% among 330,000;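 active = inhibition of at least 50% at 8 µM in the primary screen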
# Target sequence (O15151 whole entry, looked up): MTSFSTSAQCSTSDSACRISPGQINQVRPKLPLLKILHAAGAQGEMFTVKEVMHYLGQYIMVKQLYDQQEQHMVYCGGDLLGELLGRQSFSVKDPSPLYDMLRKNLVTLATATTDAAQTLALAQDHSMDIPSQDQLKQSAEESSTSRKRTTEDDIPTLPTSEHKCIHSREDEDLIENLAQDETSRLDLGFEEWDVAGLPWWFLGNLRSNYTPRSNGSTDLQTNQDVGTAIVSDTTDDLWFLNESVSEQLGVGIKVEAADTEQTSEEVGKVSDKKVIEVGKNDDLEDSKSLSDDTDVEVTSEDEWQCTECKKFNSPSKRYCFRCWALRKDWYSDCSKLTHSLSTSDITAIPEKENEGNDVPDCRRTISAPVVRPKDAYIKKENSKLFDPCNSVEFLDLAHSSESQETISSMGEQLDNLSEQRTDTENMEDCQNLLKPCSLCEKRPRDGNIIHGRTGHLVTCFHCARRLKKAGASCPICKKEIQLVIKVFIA
# Target sequence (Q00987 whole entry, looked up): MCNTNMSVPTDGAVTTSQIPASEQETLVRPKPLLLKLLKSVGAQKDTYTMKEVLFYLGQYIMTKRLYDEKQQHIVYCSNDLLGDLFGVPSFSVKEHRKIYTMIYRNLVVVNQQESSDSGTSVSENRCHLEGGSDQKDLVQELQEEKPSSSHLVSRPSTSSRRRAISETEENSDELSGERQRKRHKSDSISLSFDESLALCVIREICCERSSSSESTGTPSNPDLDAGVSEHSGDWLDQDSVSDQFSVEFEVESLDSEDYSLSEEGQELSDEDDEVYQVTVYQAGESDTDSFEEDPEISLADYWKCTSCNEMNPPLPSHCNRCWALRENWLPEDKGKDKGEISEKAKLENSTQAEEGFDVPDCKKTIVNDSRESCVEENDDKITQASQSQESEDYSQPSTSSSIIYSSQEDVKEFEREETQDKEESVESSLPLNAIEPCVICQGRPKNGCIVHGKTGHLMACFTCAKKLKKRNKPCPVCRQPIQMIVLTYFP
# GRIN3A LBD mod = NR3A (human) ligand-binding domain modulation; Tm shift relative to glycine control, % at 25 µM; hit rate 2.5% among 340,000; NR3A LBD differential scanning fluorimetry, Tm shift; 0% = protein alone, 100% = glycine-bound protein; AID 1259313;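 active = melting temperature shift of at least 10% of the positive control shift, at one fixed dose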
# Numbers without * were called inactive; x = no result given.
# Start of the listing, in advance, three compounds:
SMILES,UPR XBP1 act,TIM10 inh,tim23-1 inh,APJ ag,UPR CHOP act,NLRP3 yeast inh,tim10-1 inh,Mdm2 MdmX PPI,GRIN3A LBD mod
Cc1ccc(SC[C@H](C)CN2CC[C@H](NC(=O)OCc3ccccc3)CCC2=O)cc1,0,0,-14,-4,-1.6,5,-3,6,1
N=C1c2ccccc2CN1c1ccc(S(=O)(=O)N2CCCCC2)cc1,-2,11,10,-2,-0.7,-4,9,7,1
CC(OC(=O)Cn1cc(C(F)(F)F)ccc1=O)C(=O)N(C)c1ccccc1 (centres undefined),-1,-11,-2,-3,0.4,-4,-5,14,2

# Main list, repeating the preview:
SMILES,UPR XBP1 act,TIM10 inh,tim23-1 inh,APJ ag,UPR CHOP act,NLRP3 yeast inh,tim10-1 inh,Mdm2 MdmX PPI,GRIN3A LBD mod
Cc1ccc(SC[C@H](C)CN2CC[C@H](NC(=O)OCc3ccccc3)CCC2=O)cc1,0,0,-14,-4,-1.6,5,-3,6,1
N=C1c2ccccc2CN1c1ccc(S(=O)(=O)N2CCCCC2)cc1,-2,11,10,-2,-0.7,-4,9,7,1
CC(OC(=O)Cn1cc(C(F)(F)F)ccc1=O)C(=O)N(C)c1ccccc1 (centres undefined),-1,-11,-2,-3,0.4,-4,-5,14,2
O=C(COc1ncnc2c(Cl)cc(Cl)cc12)Nc1cc([N+](=O)[O-])ccc1Cl,-1,-24,-11,0,-2.1,-2,15,9,14*
CN1C(=O)C(C)(C)c2cc(S(=O)(=O)N3CCN(c4ccccc4)CC3)ccc21,1,4,14,-2,-0.4,-8,20,8,-1
Cc1ccc(-c2cccc(C3CC=CC4C3C(=O)N(Cc3ccccc3)C4c3ccc4ccccc4c3)c2)cc1 (centres undefined),-2,0,-13,4,-0.1,17,2,20,0
Cc1ccc(-n2c(SCC3CNC(=O)O3)nnc2-c2ccccc2)cc1C (centres undefined),2,16,13,2,0.6,7,16,-20,x
O=C(NCCCCc1ccccc1)c1ccc(F)cc1,1,-14,-9,0,-0.4,34,-19,-1,-1
COc1ccc(CNC(=O)COC(=O)CN2C(=O)C3CC=CCC3C2=O)cc1 (centres undefined),-4,-5,13,-1,2.2,10,-1,6,1
COc1ccc2c(CC(=O)NNC(=O)c3ccc(C)cc3)coc2c1,-1,-2,0,0,-0.6,13,0,-2,-1
CCn1c2ccccc2c2cc(N)ccc21,1,10,13,1,-4.1,24,21,35,-1
CCOC(=O)C(Cc1cc(C(C)=O)ccc1OC(C)C)C(=O)OCC,-1,-12,18,-5,-2.2,7,0,19,1
O=C(O)/C=C\C(=O)Nc1ccc(Oc2ccc(Br)cc2)cc1,0,1,53*,-4,-0.4,31,7,18,1
CCOC(=O)N1CCC(NS(=O)(=O)c2cc3c(cc2Cl)NC(=O)CO3)CC1,0,13,9,0,-1.4,8,8,24,0
Cc1ccc(-n2c(SCC(=O)NCCN3C(=O)CSC3=O)nnc2-c2ccccc2)cc1C,2,24,16,2,0.7,-11,19,6,-6
CC1(c2nnc(-c3ccc(Cl)cc3)o2)CC(c2cccnc2)=NO1 (centres undefined),2,-43,-12,0,0.5,14,-56,2,2
O=C(NCCSCc1ccccc1)c1ccc(Cl)c(S(=O)(=O)N2CCOCC2)c1,-3,-13,11,-2,0.0,11,23,21,-1
Cc1ccc(SC[C@H](Cc2ccccc2)N2CCN(CC(C)C)CCC2=O)cc1,-1,19,31,0,-0.7,33,21,12,-1
CCNC(=S)N1CCC(Cc2ccccc2)CC1,-3,8,1,6,0.1,19,2,20,-1
O=C(CCNS(=O)(=O)c1cccc2nonc12)Nc1ccc(Cl)cc1,-4,13,3,-2,0.7,12,-8,6,-3
CC(=O)N1CCC(=O)Nc2ccc([N+](=O)[O-])cc21,-3,8,11,-2,0.1,-2,1,-9,0
Nc1nc(N)nc(-c2cc(Cl)ccc2Cl)n1,-8,7,5,1,-1.1,4,-28,4,2
Cc1ccc(NC(=O)/C=C/c2ccc3c(c2)OCO3)nc1,0,-6,-2,2,4.0,21,-1,-241,-8
Cc1ccc(C(=O)c2cc([N+](=O)[O-])ccc2N2CCCCC2)cc1C,4,-1,30,-3,0.9,16,25,64*,-5
COc1ccc(C2/C=C\CN(C(=O)Oc3ccccc3)CC(=O)N2Cc2ccc(F)cc2)cc1 (centres undefined),0,4,24,-3,-1.5,-3,14,10,-5

# Other compounds
SMILES,UPR XBP1 act,TIM10 inh,tim23-1 inh,APJ ag,UPR CHOP act,NLRP3 yeast inh,tim10-1 inh,Mdm2 MdmX PPI,GRIN3A LBD mod
N#Cc1nc(-c2ccc(Cl)cc2)oc1NCc1cccc2c1OCO2,1,4,19,-3,2.4,-12,17,-43,-5
CC1CCN(c2nc3nonc3nc2N2CCC(C)CC2)CC1,-3,16,42,-3,5.9,21,26,-26,2
Cc1c(Cl)cccc1NC(=S)N/N=C/c1ccccc1Cl,0,-10,13,-5,0.8,21,-12,20,3
NC(=O)CCN1CCN(CCOC2Cc3cc(Cl)ccc3Sc3ccccc32)CC1 (centres undefined),2,-9,4,1,1.6,16,-27,-3,-1
Cc1cccc(NC(=O)/C(C#N)=C\c2cccnc2)c1,0,66*,79*,-1,2.6,21,67*,-12,-2
Cc1ccc(C2=NN=C(NC(=O)CSc3nncn3C)SC2)cc1,-2,-4,17,-3,-1.1,11,8,-4,0
O=C(CC(C(=O)N1CCc2ccccc21)n1ccnc1)N1CCc2ccccc2C1 (centres undefined),-2,17,20,-4,0.9,18,40*,25,0
CN1C(=O)S/C(=C\c2ccccc2OCc2ccc(C(=O)O)cc2)C1=O,0,28,20,-4,-0.4,14,14,4,3
N#Cc1c(NC2CCCCC2)nc(-c2ccco2)c2c1CCCC2,-1,22,30,-1,-0.8,28,25,2,0
COc1ccc(S(=O)(=O)NCc2ccccn2)cc1NC(=O)c1ccc(C)cc1,2,4,12,-6,-0.1,13,21,42,0
CCC1=NN2C(=N)/C(=C/c3cc(C)n(-c4ccccc4)c3C)C(=O)N=C2S1,-1,6,4,-5,-2.3,10,22,18,3
COc1ccc(C=NNc2ccc([N+](=O)[O-])cc2S(=O)(=O)Nc2ccccc2C(=O)O)cc1OC,-2,13,9,-9,-0.5,27,5,-10,31*
Cc1ccccc1CS(=O)(=O)c1ncc(Cl)c(C(=O)Nc2ccc(F)cc2)n1,-9,6,62*,0,187*,41,-1,100*,-6
Cc1ccc2nc3c(cc(C(=O)NCCc4ccccc4)c(=N)n3CC3CCCO3)c(=O)n2c1 (centres undefined),-2,0,29,-3,0.7,22,17,28,-1
CC(C)NCC(O)c1cc(O)cc(O)c1 (centres undefined),-10,1,-5,2,-0.9,16,-19,7,-1
CN(CC(=O)Nc1ccc(Cl)c(C(F)(F)F)c1)C(=O)c1cc(=O)[nH]c2ccccc12,-4,-1,12,-1,0.8,19,10,43,-7
Cc1ccccc1NC(=S)C1=C(O)c2sccc2N(C)S1(=O)=O,-1,6,0,10,-1.8,-15,7,-11,-5
O=C(c1ccc(Cl)cc1)c1c[nH]c(C(=O)NNc2cccc(Cl)n2)c1,7,-9,-5,-2,-0.8,-5,-2,6,-7
CNC(=S)NNC(=O)COc1cccc(C)c1C,0,-29,-3,-3,-1.8,16,-12,-6,3
Cc1cc(C)cc(OCC(=O)Nc2ccc3c(c2)OCO3)c1,0,3,1,-4,-1.4,17,-8,4,-19
CC1CCN(c2ccccc2NC(=O)c2ccc(N3CCOCC3)c([N+](=O)[O-])c2)CC1,9,-19,4,-4,3.0,-3,-11,26,-1
COc1cc(C(=O)NCCC(=O)NC2CCCCCCC2)cc(OC)c1OC,1,7,56*,0,-2.0,3,10,1,-2
CC(C(=O)NCC1(c2ccccc2)CCCC1)N1CCCC1 (centres undefined),1,9,6,-7,0.9,19,9,15,0
CC(C)c1nnc(NC(=O)c2cc3ccccc3o2)s1,2,-3,-4,-3,5.3,24,-3,-27,2
C[C@H](CO)N1C[C@H](C)[C@@H](CN(C)S(=O)(=O)c2ccc(F)cc2)Oc2ccc(NS(=O)(=O)c3cccs3)cc2C1=O,-2,3,11,-3,-1.5,5,22,10,1

# Later entries.
SMILES,UPR XBP1 act,TIM10 inh,tim23-1 inh,APJ ag,UPR CHOP act,NLRP3 yeast inh,tim10-1 inh,Mdm2 MdmX PPI,GRIN3A LBD mod
Cc1cc(C)c(S(=O)(=O)N(C)CC(N)=O)c(C)c1,0,0,13,2,0.7,5,21,-7,1
CCn1cc(C(=O)NC2CCC(C)CC2)c(=O)c2cc(S(=O)(=O)N3CCCCC3)ccc21 (centres undefined),17,3,25,2,12,-3,36,7,x
O=C1c2oc3ccccc3c(=O)c2C(c2ccc(O)cc2)N1c1nccs1 (centres undefined),19,-20,-34,-4,1.3,4,-20,32,-2
Cc1ccccc1S(=O)(=O)Cc1ccc(C(=O)NC2CCCCC2)o1,-2,10,9,-2,-2.5,11,6,3,-3
Cc1ccc(C(=O)N/C(=C\c2cn(S(=O)(=O)N(C)C)c3ccccc23)C(=O)NCCCn2ccnc2)cc1,-2,-5,9,-4,-0.1,5,19,22,-2
Cn1c(CNc2ccc(F)cc2)nc2ccccc21,-4,-6,6,-4,2.0,29,-14,-91,-1
COC(=O)c1ccccc1NC(=O)CSc1nnc(-c2ccncc2)o1,22,-9,19,-3,2.1,8,12,11,4
C=CCS(=O)(=O)N1CCCC(Cc2ccccc2C)(C(=O)OCC)C1 (centres undefined),-1,-16,22,-3,0.0,24,24,0,1
COc1cccc(CC(=O)Nc2nccs2)c1,-1,-8,24,2,-0.3,4,10,12,3
Cc1nn(C(C)C(=O)NCCCc2ccccc2)c(=O)c2cc3occc3n12 (centres undefined),1,3,2,-4,-0.6,4,14,11,-1
O=C(Nc1ccc(C(=O)NCCCN2CCN(c3ccccc3)CC2)cc1)C1=CSCCO1,-3,10,5,1,4.9,-2,4,13,-19
Cc1cc(NCCN2CCOCC2)n2nc(C)c(-c3ccc(Cl)cc3)c2n1,-3,-12,40,-6,-3.6,18,22,33,0
O=C(O)C1C2CCCCC2=C2CCCCC2C1C(=O)O (centres undefined),1,5,1,-1,0.6,11,1,-21,-3
COc1ccc(NC(=O)c2c(NC(=O)CCC(=O)O)sc(-c3ccccc3)c2C)cc1,-5,8,7,-4,-1.6,6,10,-1,0
COc1ccc(CN2CCN(C(=O)c3cccc4ccccc34)CC2)cc1OC,-3,4,17,-4,1.4,27,15,13,-1
Cc1ccc([C@@H]2CC=C(C(=O)O)[C@H](c3ccccc3)N2S(=O)(=O)c2ccc(C)cc2)cc1,1,4,13,-6,0.1,13,26,-23,-3
O=[N+]([O-])c1ccc2nc(-c3cccnc3)[nH]c2c1,3,7,8,3,5.0,4,-10,-25,1
O=C(NCc1ccc2c(c1)OCO2)C1CCN(S(=O)(=O)c2ccc(Br)s2)CC1,-3,-19,18,3,-4.4,11,28,9,0
Cc1c(NC(=O)C(C)NCC2CCCO2)c(=O)n(-c2ccccc2)n1C (centres undefined),0,-18,-8,-2,-0.6,27,-3,12,0

# Compound activity (PubChem BioAssay)
